# MITF act: activators of MITF-driven TRPM1 promoter reporter, primary screen, cell-based, SK-MEL-5, luciferase, single point; hit rate 0.75% among 300,000; SK-MEL-5 TRPM1-promoter luciferase, 24 h; % of positive control, neutral wells = 0; activation, % at 12.5 µM; AID 588334, 2011;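 active = mean activation of at least 80% with every replicate also reaching 80%; inconclusive = mean reaches 80% but some replicate falls short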;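 also: 0% = neutral control wells and 100% = parthenolide positive control wells; values of inactives mirror those of a sister screen read the other way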
# SR-BI DiI inh: inhibitors of SR-BI mediated HDL lipid uptake, primary screen, ldlA[mSR-BI] cells, fluorescence, single point; AID 488896, 2010; ldlA[mSR-BI] CHO cells, DiI-HDL uptake fluorescence, 3 h; inhibition, % at 12.5 µM; hit rate 0.96% among 320,000;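 active = mean replicate inhibition of at least 70% and a set share of replicates each scoring 70 or more; inconclusive = meets just one of the two criteria; inactive = fails both criteria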;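 also: 0% = median of neutral control wells and 100% = median of positive control wells; values of inactives mirror those of a sister screen read the other way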
# Target sequence (Q61009 whole entry, looked up): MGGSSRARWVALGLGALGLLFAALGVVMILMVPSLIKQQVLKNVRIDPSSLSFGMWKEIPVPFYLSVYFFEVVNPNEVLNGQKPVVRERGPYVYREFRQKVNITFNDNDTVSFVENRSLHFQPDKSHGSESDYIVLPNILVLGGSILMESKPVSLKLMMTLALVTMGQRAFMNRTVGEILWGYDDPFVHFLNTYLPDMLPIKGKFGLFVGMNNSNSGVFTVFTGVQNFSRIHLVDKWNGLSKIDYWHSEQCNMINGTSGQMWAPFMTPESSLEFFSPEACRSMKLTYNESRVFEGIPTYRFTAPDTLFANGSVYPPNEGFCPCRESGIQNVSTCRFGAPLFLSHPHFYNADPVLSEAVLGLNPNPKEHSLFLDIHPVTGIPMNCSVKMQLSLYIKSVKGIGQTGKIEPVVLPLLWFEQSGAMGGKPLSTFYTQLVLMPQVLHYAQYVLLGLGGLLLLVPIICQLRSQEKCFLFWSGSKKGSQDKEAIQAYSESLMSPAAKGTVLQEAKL
# PfHsp90 set2: growth inhibition of PfHsp90-expressing yeast, primary screen, antimalarial PfHsp90 inhibitor project, S. cerevisiae, BacTiter-Glo luminescence, single point, set 2 | BacTiter-Glo ATP, 48 h; yeast lacking PDR1 and PDR3 efflux regulators | inhibition, % at 9.4 µM | hit rate 0.32% among 310,000 | AID 504621, 2011;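 active = every replicate shows inhibition above about 80%, whatever the replicate mean, limit read from the data; inconclusive = mean inhibition reaches the set limit but some replicate falls short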;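 also: 0% = DMSO neutral controls and 100% = 20 µM radicicol positive controls; yeast relying on Plasmodium falciparum Hsp90 in place of its own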
# CAL PDZ FP-1: untagged CAL PDZ binding inhibitors, primary screen, biochemical, fluorescence polarization, HTS; inhibition, % at 24.9 µM; Golgi-associated PDZ and coiled-coil motif-containing protein (Homo sapiens), Q9HD26; AID 602252, 2012; hit rate 0.92% among 300,000; purified CAL PDZ, TMR-peptide fluorescence polarization, 1 h;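 active = mean inhibition of at least 30% with at least half of replicates also reaching 30%; inconclusive = no clear call, values can overlap the other calls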;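 also: 0% = DMSO neutral control and 100% = excess unlabeled competitor peptide PRC23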
# NSD2 HMT inh: NSD2 histone methyltransferase inhibitors, primary screen, biochemical, AlphaScreen, single concentration, set 2 | NSD2 peptide methylation, 120 min | Histone-lysine N-methyltransferase NSD2 (Homo sapiens), O96028 | hit rate 0.54% among 310,000 | inhibition, % at 12.5 µM | AID 743445, 2014; in the data active = inhibition above about 50%
# Rtt109 Vps75: inhibitors of C. albicans Rtt109/Vps75 HAT, primary screen, biochemical, ThioGlo CoA-SH fluorescence, plate reader. purified Rtt109/Vps75, 4 h. inhibition, % at 34.9 µM. AID 540336, 2011. Histone acetyltransferase RTT109 (Candida albicans (strain SC5314 / ATCC MYA-2876)), …. hit rate 0.16% among 330,000;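 active = inhibition of at least 50% in every replicate; inconclusive = best replicate reaches 50% inhibition but some replicates fall short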
# dFosB activator: activators of delta FosB homodimer, primary screen, biochemical, fluorescence polarization, TAMRA-CDK5 oligo, single point; purified delta FosB; percent of positive-control signal above neutral wells; activation, % at 25 µM; hit rate 0.99% among 340,000; AID 493131, 2011;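 active = mean activation above about 17%, with every replicate also reaching it, limit read from the data, passing the limit was not always enough; inconclusive = only one of the two conditions met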;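 also: fluorescence polarization rise as delta FosB binds a TAMRA Cdk5 AP-1 oligo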
# Target sequence (P13346 whole entry, looked up): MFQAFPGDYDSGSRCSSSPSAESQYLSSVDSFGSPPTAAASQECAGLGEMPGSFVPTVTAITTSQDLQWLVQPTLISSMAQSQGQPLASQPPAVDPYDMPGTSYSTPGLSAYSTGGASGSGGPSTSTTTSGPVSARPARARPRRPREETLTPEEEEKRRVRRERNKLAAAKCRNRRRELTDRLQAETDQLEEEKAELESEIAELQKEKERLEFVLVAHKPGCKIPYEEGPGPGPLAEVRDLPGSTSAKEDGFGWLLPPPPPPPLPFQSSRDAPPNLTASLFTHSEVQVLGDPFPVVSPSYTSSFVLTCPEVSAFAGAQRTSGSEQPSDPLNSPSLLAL
# CAL PDZ FP-2: CAL PDZ peptide-binding inhibitors, primary screen, biochemical, fluorescence polarization, Cer-tagged CAL PDZ, HTS; Golgi-associated PDZ and coiled-coil motif-containing protein (Homo sapiens), Q9HD26; inhibition, % at 20 µM; hit rate 0.02% among 330,000; purified CAL PDZ, TMR-peptide fluorescence polarization, 1 h; AID 504414, 2011;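 active = highest replicate inhibition of at least 40%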;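 also: plate controls were DMSO neutral control wells for no effect and unlabeled competitor peptide control wells for full effect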
#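 System: tagged CAL PDZ domain. Schedule: 1 h room-temperature incubation prior to read. Signal: fluorescence polarization (mP). Measure: percent inhibition from loss of millipolarization.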
# SR-BI uptake up: activators of SR-BI mediated DiI-HDL uptake, primary screen, ldlA[mSR-BI] CHO cells, DiI fluorescence | hit rate 0.096% among 320,000 | 3 h; 100 = double the neutral-control signal | AID 504775, 2011 | activation, % at 12.5 µM;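 active = mean replicate activation of at least 60% and every replicate at or above 60%; inconclusive = mean or all-replicate condition met, but not both; inactive = mean below 60% and not all replicates reaching 60%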;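 also: 0% = median plate neutral-control signal and 100% = twice that signal; values of inactives mirror those of a sister screen read the other way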
#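 Assay system: CHO ldlA[mSR-BI] cells, LDL receptor-null, SR-BI overexpressing; medium: Ham's F12 with 0.5% BSA, HEPES 25 mM, pH 7.4; also added: DiI-HDL 10 µg/mL; timing: 3 h uptake period with compound, 37 °C; signal: DiI fluorescence, bottom read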
# PvdQ acylase: P. aeruginosa PvdQ acylase inhibitors, primary screen, biochemical, fluorescence, plate reader and imaging, single point; AID 488965, 2010; purified PvdQ acylase; inhibition, % at 10 µM; hit rate 0.063% among 340,000; PvdQ acylase [Pseudomonas aeruginosa LESB58]; in the data active = inhibition above about 30%, passing the limit was not always enough; inconclusive = no clear call, values can overlap the other calls;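 also: 0% = vehicle neutral wells and 100% = reference inhibitor wells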
# The depositor's hits bear a star; ? = inconclusive; . = no result given.
1	COCCNC(=O)CN(C(=O)Cn1nnc2ccccc21)c1cc(C)cc(C)c1
2	O=C(O)/C=C/C(=O)N(CC1CCCO1)C1CC(=O)N(c2c(Cl)cccc2Cl)C1=O (stereo unspecified)
3	CCSc1ccc([C@@H]2[C@@H]3C(=O)N(CC)C(=O)[C@@H]3[C@]3(C(=O)OC)CCCCN23)cc1
4	CC(/C=C/c1ccco1)=N\NC(=O)c1cccc(Cl)c1
5	COc1ccc(NS(=O)(=O)c2cccc(C(=O)NNC(=O)c3ccc(=O)[nH]c3)c2)cc1
6	O=c1[nH]c(N/N=C/c2ccc(O)cc2)nc2ccccc12
7	Cc1nnc(NC(=O)CSc2nccn2Cc2ccc(F)cc2)s1
8	CN(Cc1ccccc1)C(=O)c1ccc(NC(=O)C2=CSCCO2)cc1

screen / no.	1	2	3	4	5	6	7	8
MITF act	-12	-1	-6	26	-1	25	-7	46
SR-BI DiI inh	10	-10	-4	3	-9	-2	-13	5
PfHsp90 set2	-6	-24	-24	16	-22	-11	-13	-22
CAL PDZ FP-1	.	1	5	-1	-3	-10	0	-3
NSD2 HMT inh	-3	-1	.	5	0	3	3	-1
Rtt109 Vps75	4	0	-11	-3	2	13	-2	9
dFosB activator	2	0	-6	-3	-1	13	0	-7
CAL PDZ FP-2	0.9	-2.3	-0.9	-3.6	-0.4	-0.2	-0.2	-2.0
SR-BI uptake up	-10	10	4	-3	9	2	13	-5
PvdQ acylase	-16	-18	-7	-7	-2	-5	-12	-9

9	O=C(Nc1cccc(-n2cnnn2)c1)c1ccoc1COc1ccc(Cl)cc1
10	O=C(Nc1c(Cl)cc(Cl)cc1C(=O)NCc1cccnc1)c1ccc(Cl)cc1Cl
11	Cc1ccc(C)c(-n2c(Cc3cc(=O)[nH]c(=O)[nH]3)nnc2SCC(=O)NCC2CCCO2)c1 (stereo unspecified)
12	COC(=O)c1ccc(/C=C2\SC(=S)N(CCCC(=O)N3CCOCC3)C2=O)cc1
13	CC1(C)CC(=O)c2cnc(NCC3CCCO3)nc2C1 (stereo unspecified)
14	Cc1cccc(NC(=S)N(CCN(C)C)C(C)c2ccco2)c1 (stereo unspecified)
15	COC(=O)c1ccccc1NC(=O)c1cnn2c(C)cc(C)nc12
16	COc1cc(NC(C)C(=O)N2CC(C)OC(C)C2)cc(OC)c1 (stereo unspecified)

screen / no.	9	10	11	12	13	14	15	16
MITF act	7	-18	.	-2	12	-17	-5	.
SR-BI DiI inh	17	-22	-22	.	-7	-9	65	-14
PfHsp90 set2	-14	1	.	17	10	-6	7	-5
CAL PDZ FP-1	7	-2	3	-7	-8	-3	-4	-1
NSD2 HMT inh	4	0	0	-4	-1	-1	2	5
Rtt109 Vps75	0	10	-4	3	-19	-1	-3	6
dFosB activator	0	7	-4	-10	5	2	-23	-8
CAL PDZ FP-2	-1.0	-0.8	0.1	-0.8	0.2	-0.5	-1.8	-0.9
SR-BI uptake up	-17	22	22	.	7	9	-65	14
PvdQ acylase	0	-13	-5	-6	-15	-28	-4	-8

17	COc1ccc(/C=C(\C#N)C(=O)NCCCn2ccnc2)cc1
18	CCCOc1ccccc1-n1sc2c(c1=S)-c1cc(OC)cc3c1N(C(=O)C3=O)C2(C)C
19	CC(C)OC(=O)CSc1nnc(C2CCCCC2)n1N
20	COc1ccccc1OCCNC(=O)CC(NC(C)=O)c1ccccc1 (stereo unspecified)
21	CC1CCN(CCCCOc2ccc(Br)cc2)CC1
22	COC(=O)c1cc(OC)c(OC)cc1NC(=O)CSCc1c(C)noc1C
23	CC1(C)C[C@H]2C3=CCC4[C@@]5(C)CC[C@H](O)[C@](C)(CO)C5CC[C@@]4(C)[C@]3(C)C[C@H]3O[C@@H]1[C@H](O)[C@]32CO (stereo partly specified)
24	CCCCNc1cc(C)nc(NCc2ccccc2)n1

screen / no.	17	18	19	20	21	22	23	24
MITF act	-1	-13	.	-8	-2	-5	-15	-15
SR-BI DiI inh	-13	20	3	-14	3	46	-15	9
PfHsp90 set2	-39	-5	-5	21	-3	6	-7	-3
CAL PDZ FP-1	-4	5	-10	-1	-3	-4	-3	-3
NSD2 HMT inh	3	2	-4	-1	11	-3	.	-2
Rtt109 Vps75	-3	1	2	1	6	8	-5	30
dFosB activator	-8	-10	3	-4	2	-7	-5	14
CAL PDZ FP-2	-2.1	-0.9	-0.2	-0.5	-0.3	-1.2	-0.2	-2.6
SR-BI uptake up	13	-20	-3	14	-3	-46	15	-9
PvdQ acylase	-4	-15	-11	-9	-2	-11	-5	2

25	CSc1ncccc1C(=O)NNc1cc(Cl)ccc1Cl
26	COc1ccccc1-n1c(C)cc(/C=C2/C(=N)N3C(=NC2=O)SN=C3S(C)(=O)=O)c1C
27	CNc1ncnc2c1ncn2[C@@H]1O[C@H](CO)[C@@H](O)[C@H]1O
28	COc1cccc(NCc2nnc(SCC(=O)N(C)C3CCS(=O)(=O)C3)n2C2CCCCC2)c1 (stereo unspecified)
29	Cc1cccc(N(Cc2ccccc2)C(=O)CN2C(=O)NC3(CCCCC3C)C2=O)c1 (stereo unspecified)
30	CN1CCN(C(=O)c2cccn(Cc3cccc(Cl)c3)c2=O)CC1
31	CSCCC(NC(=O)c1ccccc1Cl)C(=O)N1CC(C)OC(C)C1 (stereo unspecified)
32	Cc1ccccc1CC(=O)Nc1ccc2c(c1)CCC2

screen / no.	25	26	27	28	29	30	31	32
MITF act	10	37	6	-2	-10	-7	10	19
SR-BI DiI inh	11	24	-3	-7	1	-17	-14	5
PfHsp90 set2	-5	-2	2	2	13	3	-13	4
CAL PDZ FP-1	-5	0	0	-3	2	-6	-5	-2
NSD2 HMT inh	-5	.	.	-1	2	0	-1	3
Rtt109 Vps75	0	?	8	-11	4	22	-2	-3
dFosB activator	-3	-7	1	-6	-8	4	-4	-8
CAL PDZ FP-2	0.0	-1.9	-0.4	-2.4	-1.1	0.5	-0.1	.
SR-BI uptake up	-11	-24	3	7	-1	17	14	-5
PvdQ acylase	-11	11	-19	-8	-2	-11	2	5

33	CC(=O)C1=C(O)C(=O)N(Cc2cccnc2)C1c1ccccc1Cl (stereo unspecified)
34	CC(=O)c1sc(NC(=O)c2ccc(COc3ccccc3Cl)o2)nc1C
35	Cc1ccc(C)c(C(=O)CSc2n[nH]c(-c3ccncc3)n2)c1
36	O=C(NCc1nnc(SCc2ccc(F)cc2)n1-c1ccccc1)C12CC3CC(CC(C3)C1)C2
37	CC(C)c1cc(-c2cc(-c3ccc(Cl)cc3)on2)nc(NCC2CC2)n1
38	Cc1cccc(NC(=O)C2CCCCN2S(=O)(=O)c2ccccc2)c1C (stereo unspecified)
39	O=C(CC1C(=O)NCCN1C(=O)Nc1ccc(C(F)(F)F)cc1)Nc1ccc(F)cc1 (stereo unspecified)
40	CCOC(=O)N1CCN(S(=O)(=O)c2cccc3ccc(C)nc23)CC1

screen / no.	33	34	35	36	37	38	39	40
MITF act	3	-10	-6	-4	13	1	-1	-9
SR-BI DiI inh	-18	.	-19	-20	16	11	3	-17
PfHsp90 set2	29	-2	4	10	15	-7	23	.
CAL PDZ FP-1	-2	27	-1	-1	-3	.	-4	-1
NSD2 HMT inh	1	-1	6	1	.	-4	3	2
Rtt109 Vps75	-1	6	6	12	2	2	2	-1
dFosB activator	8	-3	-7	-6	8	-11	-12	-6
CAL PDZ FP-2	-0.7	-0.8	-2.2	-2.6	-0.5	-3.4	-1.3	0.7
SR-BI uptake up	18	.	19	20	-16	-11	-3	17
PvdQ acylase	-14	-17	-26	6	-10	-12	-6	-4

41	CC(O)/C=C/c1cccc[n+]1C (stereo unspecified)
42	O=S(=O)(NCC(c1ccco1)N1CCCCC1)c1cccc(C(F)(F)F)c1 (stereo unspecified)
43	CCOC(=O)c1c(C)[nH]c(C(=O)N2CCC(C(=O)OCC)CC2)c1C
44	Nc1ccc2c(c1Br)Cc1ccccc1-2
45	Cc1ccc(S(=O)(=O)c2ccc(Oc3ccccc3)cc2)cc1

screen / no.	41	42	43	44	45
MITF act	4	1	-4	-1	-5
SR-BI DiI inh	-4	-12	2	23	-22
PfHsp90 set2	0	14	3	.	-27
CAL PDZ FP-1	-3	.	-5	.	-7
NSD2 HMT inh	.	0	0	-2	-2
Rtt109 Vps75	-1	3	0	0	1
dFosB activator	-1	-4	-6	2	-11
CAL PDZ FP-2	0.4	-0.4	-0.3	0.8	-4.4
SR-BI uptake up	4	12	-2	-23	22
PvdQ acylase	7	-4	-14	-1	-9
